Fam108B counter = counter-screen for RBBP9 inhibitors: inhibitors of mouse Fam108B. recombinant Fam108B, FP-Rh probe fluorescence polarization. hit rate 0.33% among 300,000. inhibition, % at 9.51 µM. AID 1947;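 active means inhibition above the screen mean inhibition plus 3 SD, computed separately per campaign, cut at about 18% in these data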;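 further: inhibitors lower polarization as less probe binds the enzyme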
Efflux pump inh = antifungal efflux pump inhibition, Nile Red retention | S. cerevisiae Candida pump triplex | hit rate 0.44% among 330,000 | inhibition, % at 10 µM;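 active means plate passing quality check with inhibition over a set limit, or well fluorescence over plate mean plus 4 SD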;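 further: Nile Red retained in pooled yeast measured as flow cytometry median fluorescence; 0% = buffer negative control and 100% = Enniatin B positive control; higher means more Nile Red kept so more efflux inhibition; some compounds called inactive have numbers as strong as hits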
MEX-5 binding = C. elegans MEX-5 TCR-2 RNA binding activity | activity score (negative = inhibition of binding), % at 10 µM | AID 1832 | MEX-5/FITC-TCR2 RNA binding, fluorescence polarization; stronger effect = lower value | hit rate 0.38% among 300,000 | Q9XUB2;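 active means inhibition past about -25% in most replicates, and total fluorescence under double the plate's negative control median, limit read from the data; inconclusive means replicates evenly split on the limit, or fluorescence at least double controls; inactive means too little inhibition in most replicates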;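 further: 0% = DMSO and -100% = 5 µM competing unlabeled TCR2 RNA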
Target sequence (Q9XUB2 whole entry, looked up): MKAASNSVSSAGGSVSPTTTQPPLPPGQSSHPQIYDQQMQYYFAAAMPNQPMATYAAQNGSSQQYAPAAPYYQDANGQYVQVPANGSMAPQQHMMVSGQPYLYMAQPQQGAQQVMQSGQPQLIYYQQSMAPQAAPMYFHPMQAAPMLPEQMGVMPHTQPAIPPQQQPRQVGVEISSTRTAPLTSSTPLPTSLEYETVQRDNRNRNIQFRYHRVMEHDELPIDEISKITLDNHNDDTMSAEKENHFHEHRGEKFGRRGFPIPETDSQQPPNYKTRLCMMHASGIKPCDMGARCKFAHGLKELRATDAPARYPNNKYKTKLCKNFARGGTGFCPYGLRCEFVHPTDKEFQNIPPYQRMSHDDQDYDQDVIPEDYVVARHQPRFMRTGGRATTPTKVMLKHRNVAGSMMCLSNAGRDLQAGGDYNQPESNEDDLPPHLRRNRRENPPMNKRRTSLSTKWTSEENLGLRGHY
MCL1 BIM primary = inhibitors of human MCL1 binding to BIM-BH3 peptide. inhibition, % at 10.9 µM. Q07820. GST-MCL1 / FITC-Bim-BH3 fluorescence polarization. AID 2057. hit rate 0.68% among 320,000;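 active means inhibition above the mean inhibition of all tested compounds plus 3 SD, set per campaign, cut at about 40% in these data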;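 further: 0% = DMSO wells and 100% = unlabeled Bim-BH3 peptide control; higher means more loss of mP so more displacement of Bim peptide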
GLD-1 RNA inh = GLD-1-TGE RNA interaction inhibition (C. elegans). purified GLD-1 + fluorescein TGE RNA, fluorescence polarization. inhibition, % at 5.96 µM. hit rate 0.44% among 320,000. AID 2280;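 active means percent inhibition above a per-plate cutoff, the plate mean of test compounds plus 3 SD, cut at about 30% in these data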;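 further: 0% = DMSO wells with GLD-1 and probe and 100% = wells lacking GLD-1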
BCLXL inh = blocks human Bcl-xL binding to Bim BH3 peptide; GST-Bcl-xL / FITC-Bim BH3 peptide fluorescence polarization; inhibition, % at 10.9 µM; hit rate 0.7% among 320,000; AID 2129;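 active means inhibition above the mean of all tested compounds plus 3 SD, cutoff set per campaign, cut at about 30% in these data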;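 further: 0% = DMSO wells and 100% = unlabeled Bim-BH3 peptide competitor; inhibitors lower millipolarization by displacing the labeled peptide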
Target sequence (Q07817 whole entry, looked up): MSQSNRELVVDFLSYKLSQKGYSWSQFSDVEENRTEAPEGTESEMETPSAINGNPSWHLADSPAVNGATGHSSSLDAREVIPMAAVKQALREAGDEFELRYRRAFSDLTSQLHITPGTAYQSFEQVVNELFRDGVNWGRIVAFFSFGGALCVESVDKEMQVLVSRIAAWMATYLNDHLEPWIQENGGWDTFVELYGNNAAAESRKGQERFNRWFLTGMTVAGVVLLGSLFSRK
ZTA DNA inh = ZTA (EBV) inhibition in EBNA-1 counter-screen | hit rate 0.15% among 320,000 | ZTA-DNA binding, fluorescence polarization | inhibition, % at 11 µM | AID 2234; in the data active means inhibition above about 33%
Target sequence (P03206 whole entry, looked up): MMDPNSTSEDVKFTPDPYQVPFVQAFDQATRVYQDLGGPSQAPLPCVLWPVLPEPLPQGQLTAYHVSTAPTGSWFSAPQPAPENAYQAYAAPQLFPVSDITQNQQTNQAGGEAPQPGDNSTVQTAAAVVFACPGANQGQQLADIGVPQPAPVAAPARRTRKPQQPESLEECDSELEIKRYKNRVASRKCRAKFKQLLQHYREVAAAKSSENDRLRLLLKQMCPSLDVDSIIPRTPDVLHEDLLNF
EBNA-1 inhibitor = blocks EBNA-1 binding to DNA; EBNA-1 DNA binding, fluorescence polarization; inhibition, % at 14.8 µM; hit rate 0.34% among 300,000; AID 1950; in the data active means inhibition above about 28%
CR mimetic SO = caloric restriction mimetics inhibiting age-related superoxide in yeast | S. cerevisiae aged cells, superoxide DHE fluorescence; stronger effect = lower value | superoxide response (% of plate mean), % at 10 µM | hit rate 0.18% among 330,000 | AID 2690;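 active means superoxide response under a set limit, about three screen SD below normal, cut at about 65% in these data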;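 further: yeast aged for seven days with compound at 30 °C before DHE staining; 100% = average MFI of all compound-treated wells on the plate with controls excluded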
The depositor's hits bear a star; ? = inconclusive; · = not tested or not shown. This is a random part of the collection; 2.3% or so of the library scored in one or more.

SMILES	Fam108B counter	Efflux pump inh	MEX-5 binding	MCL1 BIM primary	GLD-1 RNA inh	BCLXL inh	ZTA DNA inh	EBNA-1 inhibitor	CR mimetic SO
O=C(CSc1nnnn1Cc1ccccc1)c1ccccc1	4	0.0	2.6	5	2	-1	0	3	91
N#CCC(=O)Nc1ccc(C(=O)NNC(=O)c2ccccc2-n2cccc2)cc1	·	0.0	·	4	-2	1	-15	·	102
Cc1nn(C)c(Oc2ccc(Cl)cc2)c1C(=O)O	-5	0.4	3.5	-5	-8	-6	7	-11	97
COc1ccc(NC(=O)CSc2ccc(F)cc2)cc1S(=O)(=O)N1CCCCC1	-6	-0.1	0.6	-2	8	3	-22	-2	91
COc1ccc(NC(=O)c2sc3nc(N4CCOCC4)c4c(c3c2N)CC(C)(C)OC4)c(OC)c1	4	0.1	3.0	-4	2	0	-9	-2	101
CCOc1cc(/C=N/NC(=O)C(C)Sc2ccccn2)ccc1O (stereo not given)	-1	0.0	-1.0	14	-4	8	-4	-6	100
O=C(COC(=O)/C=C/c1ccc(S(=O)(=O)N2CCOCC2)cc1)NCc1ccccc1	4	0.2	-0.7	13	7	6	4	-8	93
Clc1ccc2c(c1)CCc1cccnc1C2=C1CCNCC1	6	-0.1	-2.2	16	-3	19	-3	-3	85
COc1ccc(OC)c(C(=O)COC(=O)C(CCSC)NC(=O)COc2ccccc2)c1 (stereo not given)	-5	-0.1	-2.2	-2	2	3	-6	6	104
O=Cc1c(Nc2cccc(C(F)(F)F)c2)nc2ccccn2c1=O	-3	0.0	-2.7	5	2	5	7	-20	114
O=C(Nc1ccncc1)C1CC(=O)N(c2ccc(F)cc2)C1 (stereo not given)	1	0.1	3.0	-2	3	-2	-8	-5	103
CCCN(CC(=O)Nc1ccccc1OC)C(=O)C1CCCC1	-2	0.1	0.8	-7	1	0	12	5	95
O=C(CCCSc1nnc(Nc2ccccc2F)s1)N1CCOCC1	3	-0.1	1.0	-2	4	-3	1	-9	101
CC(C)NC(=O)NC(=O)CSc1nncn1C	6	-0.2	1.1	1	0	0	-22	-15	104
CCOC(=O)/C(=C\C=C1/Sc2cc(OCC)c(OCC)cc2N1CC)C(C)=O	-18	0.0	?	-211	-208	-112	14	-1	92

An excerpt from above in order of SMILES length, high to low:
SMILES	Fam108B counter	Efflux pump inh	MEX-5 binding	MCL1 BIM primary	GLD-1 RNA inh	BCLXL inh	ZTA DNA inh	EBNA-1 inhibitor	CR mimetic SO
COc1ccc(NC(=O)c2sc3nc(N4CCOCC4)c4c(c3c2N)CC(C)(C)OC4)c(OC)c1	4	0.1	3.0	-4	2	0	-9	-2	101
O=C(COC(=O)/C=C/c1ccc(S(=O)(=O)N2CCOCC2)cc1)NCc1ccccc1	4	0.2	-0.7	13	7	6	4	-8	93
COc1ccc(OC)c(C(=O)COC(=O)C(CCSC)NC(=O)COc2ccccc2)c1 (stereo not given)	-5	-0.1	-2.2	-2	2	3	-6	6	104
CCOC(=O)/C(=C\C=C1/Sc2cc(OCC)c(OCC)cc2N1CC)C(C)=O	-18	0.0	?	-211	-208	-112	14	-1	92
N#CCC(=O)Nc1ccc(C(=O)NNC(=O)c2ccccc2-n2cccc2)cc1	·	0.0	·	4	-2	1	-15	·	102
O=Cc1c(Nc2cccc(C(F)(F)F)c2)nc2ccccn2c1=O	-3	0.0	-2.7	5	2	5	7	-20	114
CCOc1cc(/C=N/NC(=O)C(C)Sc2ccccn2)ccc1O (stereo not given)	-1	0.0	-1.0	14	-4	8	-4	-6	100
O=C(CCCSc1nnc(Nc2ccccc2F)s1)N1CCOCC1	3	-0.1	1.0	-2	4	-3	1	-9	101
CCCN(CC(=O)Nc1ccccc1OC)C(=O)C1CCCC1	-2	0.1	0.8	-7	1	0	12	5	95
Clc1ccc2c(c1)CCc1cccnc1C2=C1CCNCC1	6	-0.1	-2.2	16	-3	19	-3	-3	85
Cc1nn(C)c(Oc2ccc(Cl)cc2)c1C(=O)O	-5	0.4	3.5	-5	-8	-6	7	-11	97
O=C(CSc1nnnn1Cc1ccccc1)c1ccccc1	4	0.0	2.6	5	2	-1	0	3	91
CC(C)NC(=O)NC(=O)CSc1nncn1C	6	-0.2	1.1	1	0	0	-22	-15	104

Next section
SMILES	Fam108B counter	Efflux pump inh	MEX-5 binding	MCL1 BIM primary	GLD-1 RNA inh	BCLXL inh	ZTA DNA inh	EBNA-1 inhibitor	CR mimetic SO
CN(C)/C=C1/C=C(c2ccccc2)OC1=O	3	-0.1	0.4	-7	0	-4	13	1	95
CCN1C(=O)CC(C(=O)Nc2ccc(F)cc2)SC1=Nc1ccc2c(c1)OCO2 (stereo not given)	4	-0.1	-1.7	8	3	4	13	8	100
CCOC(=O)C(C(=O)OCC)C(C)C#CCN1CCCCC1 (stereo not given)	0	-0.2	2.4	2	9	5	13	-8	94
CCn1c(CN2CCOCC2)nnc1SCC(=O)Nc1ccccc1Cl	0	0.0	-1.1	2	-1	4	8	-11	95
COc1cc(C(=O)NCCCN2CCCC2=O)cc(Br)c1OCc1ccccc1	·	0.0	·	-1	-1	3	6	·	104
COc1ccc(/C(C)=N/Nc2ccc(F)cc2F)c(O)c1	4	-0.1	0.1	5	0	16	1	-4	96
COc1ccc(NC(=O)CN(C)C(=O)c2c(-c3ccccc3Cl)noc2C)cc1	0	0.1	2.0	-14	4	-8	15	8	99
COC(=O)Nc1ccc(S(=O)(=O)N2CCC(C(=O)N(C)C3CCCCC3)CC2)cc1	1	0.1	2.0	-1	9	3	0	-6	100
O=C(O)CNC(=O)c1ccc(Sc2ccccc2)c([N+](=O)[O-])c1	4	-0.1	0.5	6	-8	0	-6	-3	89
N#CC1=C(N)Nc2nc3ccccc3n2C1c1ccc(F)cc1 (stereo not given)	-2	-0.2	0.4	8	-3	1	14	4	110
O=C1OCCN1C(=O)[C@H]1[C@H](c2ccc(F)cc2)C(c2ccc(F)cc2)=NN1c1ccc(Br)cc1	6	-0.1	2.4	-2	5	5	7	2	45*
O=C(C1=NN(c2ccccc2)C(=O)CC1)N1CCc2ccccc2C1	-4	-0.1	0.1	4	4	4	20	9	101
Nc1nnc(SCC(=O)OCC(=O)Nc2ccc(Br)cc2F)s1	-3	0.1	2.6	-1	5	-3	-4	4	90
CC1CCCC(NC(=O)c2ccc3c(SCC(=O)O)c4c(nc3c2)CCC4)C1C (stereo not given)	3	0.2	-0.5	-1	1	3	8	-13	84
COc1ccc(C(=O)CSc2nnc(COc3ccccc3)n2Cc2ccco2)cc1	-4	0.0	15	-6	2	-1	9	8	101
CCN(CC)S(=O)(=O)c1cc(NC(=O)NCCCl)ccc1C	-2	0.0	2.9	-1	2	5	-9	-14	98
O=C(c1ccc(Cl)cc1[N+](=O)[O-])N(Cc1ccccc1)Cc1ccccc1	-1	0.2	-0.3	5	4	2	-2	0	97
CC(C)Cn1c(-c2csc3ccccc23)n[nH]c1=S	2	-0.1	·	-9	3	-16	4	11	97
CC(Sc1ccccc1)C(=O)N/N=C/c1cccnc1 (stereo not given)	-3	-0.1	-0.5	-4	2	0	-9	-6	114
CC(C)CN(C(=O)c1cccc(Cl)c1)c1c(N)n(CC(C)C)c(=O)[nH]c1=O	-2	0.1	1.1	3	2	5	3	1	114
CCc1ccc(-c2cc(C)no2)cc1S(=O)(=O)Nc1cccc(CN2CCCC2)c1	2	-0.1	-0.9	1	6	6	-3	-29	110
CC1CC(C)CN(C(=O)CSc2ncnc3sccc23)C1 (stereo not given)	·	0.3	·	1	-1	-3	-14	·	113
O=C(NCc1ccco1)C1CC(c2ccc(Cl)cc2)=NO1 (stereo not given)	5	0.1	-2.0	0	0	3	-2	-4	90
O=C(CSc1ncnc2c1oc1ccccc12)Nc1nccs1	0	-0.2	-7.7	5	6	1	-5	-1	95
COC(=O)Cc1c(C)c2ccc(OCC(=O)N(C)C)cc2oc1=O	-3	0.1	-0.3	6	2	2	-2	0	105
CN(C)c1ccc(CNc2ncn[nH]2)cc1	-1	0.1	-5.3	-8	2	1	0	-11	86
O=C(NCc1ccco1)c1ccc(CS(=O)Cc2cccc(Cl)c2)o1 (stereo not given)	3	0.3	-1.0	-3	-6	0	-8	-19	114
Cc1cc(C(=O)COC(=O)CCc2nc3ccccc3s2)c(C)n1C	-3	0.0	0.6	-4	5	-5	-8	-6	94
Fc1ccc(CSc2ccc(-c3cccs3)nn2)cc1	0	1.3	1.0	9	0	4	2	1	103
COc1ccc(/C=C2\SC(=S)N(CCCC(=O)Nc3ccc(C(=O)O)cc3)C2=O)cc1OC	-8	0.1	-7.4	-20	-27	-7	20	11	63*
CC(=O)Nc1ccc(S(=O)(=O)N2CCC(N3CCCCC3)CC2)cc1	2	1.6	2.4	7	-6	3	5	6	97
CC(C)CN1CCN(Cc2ccc(CN3CCCCC3)s2)CC1CCO (stereo not given)	1	0.0	0.0	5	1	0	-6	3	86
CCCc1cc(=O)[nH]c(SC(CC)C(=O)Nc2ccccc2C#N)n1 (stereo not given)	1	0.1	-0.2	-1	-1	-6	-11	2	81
Cn1c(SCc2ccccc2Cl)nc2ccccc21	-2	0.1	1.3	1	4	-10	1	3	91
O=C(NC(=S)Nc1cccc(F)c1)c1cccc([N+](=O)[O-])c1	-9	0.8	-1.0	2	-1	-2	-9	-35	105
Cc1nc(Cl)c(S(N)(=O)=O)c(C)c1Cl	-1	0.0	-1.6	-2	-2	4	-11	-5	104
O=C(O)c1ccccc1-c1ccccc1C(=O)Nc1ccccc1	4	0.1	0.6	-1	3	4	-15	2	100
COc1cc2c(cc1OC)C(C1C(=O)CCCC1=O)N(C(=O)CCl)CC2 (stereo not given)	1	-0.1	0.6	-3	8	-2	4	-6	93
COc1ccc(S(=O)(=O)N2CCC(C(=O)NC3CC3)CC2)cc1OC	3	0.0	1.1	6	5	3	-1	1	85
Cc1ccc2ncccc2c1	·	0.3	·	3	0	2	-7	·	133
COc1ccc(C(CCN2CCCCC2)c2c(OC)cc(OC)c3c(-c4ccccc4)cc(=O)oc23)cc1 (stereo not given)	0	-0.1	2.4	5	0	5	-4	-8	102
COc1ccc(S(=O)(=O)N2CCOCC2)cc1NC(=O)c1cccc2c(=O)c(C)c(-c3ccccc3)oc12	-11	-0.5	1.6	5	2	6	-4	6	110
Cc1ccc(C)c(N2N=C(C(=O)Nc3nccs3)CCC2=O)c1	9	-0.1	-2.3	3	4	2	-8	12	104
O=C(Nc1nnc(Cc2ccccc2)s1)Nc1ccccc1F	-1	-0.1	-1.2	6	-2	1	8	1	109
COc1ccc(C(=O)N/N=C(\C)CC(=O)Nc2cccc(C(F)(F)F)c2)cc1	5	0.0	0.0	10	0	4	-3	-4	98
